HCV NS3 hel inh: inhibitors of HCV NS3 helicase, primary screen, biochemical, Cy5 molecular beacon fluorescence. 0.56% of 290,000 active. inhibition, % at 10.9 µM. Hepatitis C virus NS3 helicase. NS3 helicase DNA unwinding;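 active means inhibition above the mean of all tested compounds plus 3 SD, set per campaign, cut at about 35% in these data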;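 further: 0% = DMSO wells and 100% = thioflavine S control wells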
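Test system: hepatitis C virus NS3 helicase domain fragment enzyme. Also added: annealed dual-labelled DNA beacon duplex, ATP-started. Timing: 60 min unwinding reaction at 25 °C after ATP addition. Technique: Cy5 fluorescence. Measure: % inhibition of unwinding.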
VIM-2 inh: VIM-2 metallo-beta-lactamase inhibitors, primary screen, biochemical, epi-absorbance readout, Pseudomonas aeruginosa enzyme; purified VIM-2, nitrocefin hydrolysis, epi-absorbance fluorescence; inhibition, % at 5.6 µM; 0.89% of 290,000 active; AID 1527, 2009;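 active means inhibition above the mean of all tested compounds plus 3 SD, cutoff set per screening run, cut at about 7.5% in these data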;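 further: red hydrolysis product quenches plate fluorescence so inhibitors raise well fluorescence; 0% = enzyme with DMSO and 100% = DMSO without enzyme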
pCIP destab: p/CIP-EGFP fusion destabilizers, primary screen, fluorescence, F442A cells; Q05BA5; 16 h; decrease of EGFP signal, % at 10 µM; 0.01% of 290,000 active; AID 1984, 2009;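 active means EGFP signal decrease of at least 30% at 10 µM or well 3 SD below plate mean, unless failing retest; inactive means the rest, including hits failing retest or dose response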; further: some compounds called inactive have numbers as strong as hits; many of its hits are not listed in these tables
Target sequence (Q05BA5 1-1403): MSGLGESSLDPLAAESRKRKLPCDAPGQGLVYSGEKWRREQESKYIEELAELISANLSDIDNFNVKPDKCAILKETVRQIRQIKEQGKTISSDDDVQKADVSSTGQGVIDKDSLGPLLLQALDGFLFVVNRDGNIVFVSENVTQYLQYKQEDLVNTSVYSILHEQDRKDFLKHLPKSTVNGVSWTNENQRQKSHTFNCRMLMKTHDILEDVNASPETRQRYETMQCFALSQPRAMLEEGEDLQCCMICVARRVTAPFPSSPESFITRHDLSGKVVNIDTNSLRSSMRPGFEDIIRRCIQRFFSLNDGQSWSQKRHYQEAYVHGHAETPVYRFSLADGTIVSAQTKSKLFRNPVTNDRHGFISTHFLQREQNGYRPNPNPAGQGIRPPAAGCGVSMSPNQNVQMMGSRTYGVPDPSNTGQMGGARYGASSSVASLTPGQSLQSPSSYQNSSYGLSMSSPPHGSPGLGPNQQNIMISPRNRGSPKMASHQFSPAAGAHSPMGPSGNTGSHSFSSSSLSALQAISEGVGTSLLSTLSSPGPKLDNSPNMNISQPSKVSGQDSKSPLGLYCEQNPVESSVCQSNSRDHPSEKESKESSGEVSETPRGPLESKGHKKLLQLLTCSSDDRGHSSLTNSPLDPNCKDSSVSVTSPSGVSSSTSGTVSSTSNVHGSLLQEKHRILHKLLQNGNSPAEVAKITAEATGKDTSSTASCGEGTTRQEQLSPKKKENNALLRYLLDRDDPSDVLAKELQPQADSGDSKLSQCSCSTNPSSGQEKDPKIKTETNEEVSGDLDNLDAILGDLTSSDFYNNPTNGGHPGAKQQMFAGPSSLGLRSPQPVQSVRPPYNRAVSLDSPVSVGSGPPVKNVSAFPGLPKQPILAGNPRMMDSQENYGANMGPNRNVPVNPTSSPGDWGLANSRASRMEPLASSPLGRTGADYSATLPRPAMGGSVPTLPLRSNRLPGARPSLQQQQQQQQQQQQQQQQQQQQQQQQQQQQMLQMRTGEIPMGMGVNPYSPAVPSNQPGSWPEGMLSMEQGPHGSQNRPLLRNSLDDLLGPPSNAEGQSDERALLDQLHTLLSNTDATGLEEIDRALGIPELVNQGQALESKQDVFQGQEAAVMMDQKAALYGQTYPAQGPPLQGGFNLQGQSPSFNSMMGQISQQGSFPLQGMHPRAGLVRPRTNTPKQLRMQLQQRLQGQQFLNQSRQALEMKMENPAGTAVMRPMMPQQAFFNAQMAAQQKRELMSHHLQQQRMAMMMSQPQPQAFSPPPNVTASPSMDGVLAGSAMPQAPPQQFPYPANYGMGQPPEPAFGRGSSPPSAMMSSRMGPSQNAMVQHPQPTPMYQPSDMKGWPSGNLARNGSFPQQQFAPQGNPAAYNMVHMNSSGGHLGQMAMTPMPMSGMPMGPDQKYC
IDE act: human IDE activators in live cells, primary screen, fluorescence polarization, HEK cells, FAbeta-B substrate | activation, % at 5.96 µM | FAbeta-B cleavage; 0% vehicle, 100% cell-free pure enzyme wells | 0.073% of 340,000 active;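 active means activation above the mean of all tested compounds plus 3 SD, set per screening campaign, cut at about 17% in these data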
IDE inh: human IDE inhibitors in live cells, primary screen, fluorescence polarization, HEK cells, FAbetaB substrate. FAbetaB cleavage. inhibition, % at 5.59 µM. 0.41% of 320,000 active;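 active means percent inhibition above the average of all tested compounds plus 3 SD, set per screening campaign, cut at about 16% in these data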;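 further: IDE supplied by intact live HEK cells; FP after avidin binding of uncleaved biotin substrate so inhibition keeps polarization high; 0% = DMSO wells and 100% = 60 µM reference IDE inhibitor Ii1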
SUMO HTRF inh: inhibitors of in vitro SUMOylation cascade, primary screen, biochemical, HTRF, uHTS; SUMO-conjugating enzyme UBC9 (Homo sapiens), P63279; HTRF SUMOylation assay, SAE1/SAE2 + UBC9; inhibition, % at 35 µM; 0.36% of 290,000 active; AID 2006, 2009; in the data active means inhibition above about 50%, passing the limit was not always enough; further: strong numbers were not always called active
IMP-1 inhibitor: IMP-1 metallo-beta-lactamase inhibitors, primary screen, biochemical, epi-absorbance readout, Pseudomonas aeruginosa enzyme. inhibition, % at 5.6 µM. purified IMP-1, nitrocefin hydrolysis, epi-absorbance fluorescence. metallo-beta-lactamase IMP-1 (Pseudomonas aeruginosa). 0.45% of 290,000 active;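 active means inhibition above the mean plus 3 SD of all compounds in the same screening run, cut at about 4.5% in these data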;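 further: 0% = IMP-1 with DMSO and 100% = DMSO wells lacking enzyme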
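System: Purified IMP-1 | Read-out basis: Percent enzyme inhibition | Controls: IMP-1 with DMSO as 0%, enzyme-free DMSO as 100% | Replicates: One well per compound | Doses: 5.6 µM nominal single concentration | Detection: Epi-absorbance fluorescence, 480 nm excitation, 530 nm emission | Incubation: 25 °C, 15 min preincubation, 25 min reaction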
GalR3 antag: GalR3 antagonists in HEK293 cells, primary screen, cell-based, fluorescence readout; 0.44% of 360,000 active; inhibition, % at 3 µM; Galanin receptor type 3 (Homo sapiens), O60755; HEK293 GalR3-CNG cAMP membrane potential fluorescence; galR3 body fused to GalR1 C-terminus;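 active means inhibition above the screen-wide average plus 3 SD, cut at about 13% in these data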;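 further: forskolin and galanin both at EC90 stimulate the cells; cAMP rise reported by CNG channel membrane potential dye signal; 0% = forskolin plus galanin with DMSO and 100% = forskolin alone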
CRFR2-BP antag: antagonists of CRF-BP/CRF-R2 complex, primary screen, cell-based, HEK293, calcium dye fluorescence, uHTS | 0.59% of 350,000 active | CRF-induced calcium fluorescence | inhibition, % at 11.8 µM;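 active means inhibition of the ligand-induced calcium signal above about 50% at the single tested concentration, limit read from the data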
An asterisk follows results filed as active; . = no result given.

SMILES	HCV NS3 hel inh	VIM-2 inh	pCIP destab	IDE act	IDE inh	SUMO HTRF inh	IMP-1 inhibitor	GalR3 antag	CRFR2-BP antag
Cc1c(CCOC(=O)c2cccc([N+](=O)[O-])c2)sc[n+]1CC(=O)c1ccccc1	-65.5	1.5	0.5	2.0	6.4	11.7	-1.5	-6.7	6.6
CCc1c(O)nc2ccccn2c1=O	10.2	-1.4	-7.7	0.4	-0.9	16.2	-1.8	0.8	9.9
C=CCc1ccc(OCC(O)COc2ccc(CC=C)cc2OC)c(OC)c1	-5.7	-2.0	-0.3	13.5	0.3	-18.6	-2.1	-0.1	8.9
COCCNC(=O)c1cc(-c2ccccc2C)n(CC2CC(c3cccc([N+](=O)[O-])c3)=NO2)n1 (stereo unspecified)	.	.	.	0.5	4.1	.	.	-4.5	6.6
COc1cc(/C=C(\NC(C)=O)C(=O)Nc2ccccc2C)ccc1OC(C)=O	-4.1	0.2	9.7	1.7	14.9	-11.8	-1.6	-0.5	-9.8
O=C(CN1CCCCC1)Nc1cccc(Oc2ccccc2)c1	-12.3	-2.1	6.3	1.2	-2.5	-12.5	-2.2	1.9	-33.8
O=C1/C(=C/c2ccccc2Cl)SC(=S)N1CCCC(=O)N(CCO)c1ccccc1	-8.1	-1.1	-11.7	5.2	-2.4	5.7	-0.3	-1.7	6.7
O=C(CSc1nc2ccccc2[nH]1)Nc1ccccc1F	-5.4	-3.9	-10.9	3.0	7.8	12.4	-1.1	-5.9	-11.8
Cc1ccc(OCCOCCn2cnc3ccccc3c2=O)cc1C	0.8	-3.4	-4.6	.	-8.2	6.3	-1.3	.	.
COc1ccccc1NS(=O)(=O)c1cc(-c2cnc(C3CC3)o2)ccc1C	-20.2	0.9	-6.7	-0.9	-2.5	4.1	-2.1	-8.0	2.5
Cc1cc(C(=O)NC2CCCN(Cc3ccc(Cl)cc3)C2)n(C)n1 (stereo unspecified)	1.2	-1.6	-6.8	7.2	.	14.1	-3.1	-6.0	12.0
O=C(NCc1ccc(OC(F)(F)F)cc1)c1ccc2c(c1)S(=O)(=O)c1ccccc1C2=O	.	.	.	-0.2	-1.5	.	.	-5.9	-1.3
C=CCN(CC=C)C(=O)C1CCN(Cc2ccc(OCc3ccccc3)cc2)CC1	-34.4	-1.1	-11.6	-4.6	-0.3	2.4	-2.1	-14.7	0.9
CC1CCCN(C(=O)COC(=O)c2cccc(NS(=O)(=O)c3ccccc3)c2)C1 (stereo unspecified)	.	.	.	-0.1	7.5	.	.	-1.5	2.7
Cc1ccc(C(=O)N/C(=C\c2ccco2)C(=O)NCCc2c[nH]c3ccccc23)cc1	7.0	0.7	-10.0	5.1	1.8	-5.6	-2.8	-3.6	-8.7
COc1ccc(/C=N/Nc2nc(C)c([N+](=O)[O-])c(N(C)c3ccccc3)n2)cc1OC	0.9	0.3	-2.0	-1.1	-1.7	29.8	-3.7	-0.7	-3.6
CCC(=O)Nc1cccc(-c2nc3ccc(C)cc3o2)c1	0.0	0.8	1.0	3.2	5.6	2.2	-2.3	1.9	0.0
Fc1ccccc1Nc1nc2ccccc2o1	7.7	-2.7	10.6	-1.1	3.2	1.5	-2.2	-8.9	2.6
Cc1cccc(NC(=O)CN2CCN(C(=O)C3CCCO3)CC2)c1C (stereo unspecified)	-3.6	0.3	3.6	-0.1	-2.5	3.0	-1.6	0.2	-5.2
COc1ccc(-n2nnnc2-c2nc3ccccc3s2)cc1	4.7	-1.7	-6.9	1.2	3.7	7.1	-0.7	-4.1	4.3
CCCCc1ccc(NC(=O)N2CCNC(=O)C2CC(=O)Nc2ccsc2C(=O)OC)cc1 (stereo unspecified)	-27.5	-3.3	0.7	7.8	2.8	-12.8	-1.5	-0.3	-20.2
CC(=O)Nc1ccc(OCC[n+]2cccc(C(N)=O)c2)cc1	4.3	-3.1	8.6	.	4.8	12.8	-3.1	-5.5	60.9*
CN1CCN(c2ccc(C(=O)c3ccc(Br)cc3)cc2[N+](=O)[O-])CC1	-19.2	1.6	-1.7	5.2	-0.9	2.6	-3.7	-5.8	4.3
CCOc1ccc(C2C3=C(CCCC3=O)N(CC(=O)O)C3=C2C(=O)CCC3)cc1	59.8*	4.3	2.2	6.9	4.3	4.7	0.0	-8.4	2.2
CCOC(=O)CC(=O)CSc1nc(C)cc(-c2cccnc2)c1C#N	-1.3	-3.1	-13.1	-0.8	0.2	5.0	-3.9	-1.8	12.4
CCc1[nH]c(C(=O)O)c(C)c1C(=O)OC	-4.3	-1.5	2.4	3.8	2.1	23.9	-1.3	0.9	4.5
Nc1ncnc2c1ncn2CCN1CCCCC1	8.7	-2.6	-0.6	3.0	6.6	7.4	-3.7	-1.0	3.1
c1ccc(Cc2cc[n+](Cc3ccccc3)cc2)cc1	-3.2	0.5	1.0	11.3	1.1	2.1	-1.4	0.6	-1.1
CNCC(C)COc1ccccc1OCc1ccccc1 (stereo unspecified)	-2.9	0.2	-11.8	-1.1	3.4	-3.6	1.5	-4.8	-5.1
CCN=C1SC(CC(=O)NCC)C(=O)N1CC (stereo unspecified)	5.3	-2.7	-7.8	1.9	-4.6	33.0	-0.2	-5.4	5.0
O=C(Nc1ccccc1OC(F)F)c1ccc(S(=O)(=O)N2CCCC2)cc1	.	.	.	1.6	0.4	.	.	-2.7	-14.3
Nc1nc(Nc2cccc(F)c2)nc(N2CCOCC2)c1[N+](=O)[O-]	-3.5	0.7	7.7	-3.4	1.0	11.0	-3.3	-6.4	-10.0
Cn1c(SCC(=O)N2CCOCC2)nnc1-c1ccco1	7.1	-0.7	4.5	-2.0	3.0	-6.8	2.5	-9.8	-8.4
O=C(c1cccc(S(=O)(=O)Nc2ccccc2Cl)c1)N1CCC1	.	.	.	-2.2	1.1	.	.	-4.1	12.6
O=C(CS(=O)CC(=O)Nc1ccc(Cl)cc1)NCC1OCCc2ccccc21 (stereo unspecified)	0.1	0.1	-2.5	3.4	.	-18.0	-0.4	-0.5	22.9
CCCC(=O)Nc1cccn(Cc2ccccc2Br)c1=O	-3.1	-1.8	-9.5	0.5	1.7	30.6	-3.0	1.8	-0.4
COc1ccc(/C=N/NC(=O)c2c(Br)cnn2C)c2ccccc12	-22.5	-3.7	-12.8	-0.5	0.0	15.4	-2.1	-0.5	-9.2
CCC1Oc2ccccc2N(CC(=O)NCCCN2CCOCC2)C1=O (stereo unspecified)	-1.1	-0.9	.	11.2	-3.3	.	-2.6	2.0	-2.4
COc1ccccc1C(=O)COC(=O)c1cccc(S(=O)(=O)N2CCCC2)c1	-5.8	-1.8	-0.4	0.9	-0.6	-7.0	-2.6	-0.4	10.4
Cc1cccc(C)c1OCC(=O)Nc1ncn[nH]1	-0.4	-4.3	-8.8	-1.5	9.0	4.7	-4.6	-6.9	-10.1
CC(=O)/C(N=Nc1ccc(C(=O)O)cc1)=C(\C)O	-2.6	-1.5	-7.3	10.5	-1.2	15.2	-2.5	0.1	2.8
Cc1cc(N2CCN(c3ccc(F)cc3)CC2)nc(-c2ccccc2)n1	-6.0	-2.8	-6.1	2.1	8.3	-14.3	-3.8	0.0	-12.0
COc1ccc(NC(=O)CS(=O)(=O)c2cn(CC(=O)N3CCOCC3)c3ccccc23)cc1OC	4.8	-4.0	7.2	2.3	0.7	-7.9	-3.9	-2.4	-9.1
CN(CC(=O)NC1CCCC1)S(=O)(=O)c1cnc[nH]1	5.5	1.0	7.6	2.9	-4.3	2.7	-2.7	2.3	-3.2
CN(C)/C=N/NC(=O)C1Cc2c(ccc3ccccc23)O1 (stereo unspecified)	0.7	-0.8	0.6	6.0	0.4	-15.1	-1.4	-10.9	12.2
Cc1cccc(CC2S/C(=N/c3ccccn3)NC2=O)c1 (stereo unspecified)	1.4	-3.1	-7.9	2.9	0.2	6.9	-5.1	-0.9	-12.4
Cc1ccc(C)c(NNC(N)=S)c1	-2.7	0.9	-6.4	-4.3	2.6	1.2	-1.8	7.3	-4.2
O=C(Cc1cccs1)Nc1ccc(-c2nnc(-c3ccccc3)o2)cc1	3.9	-7.1	.	-0.4	3.4	.	-3.0	-3.4	6.5

Some entries already given, reduced to GalR3 antag and VIM-2 inh.
smiles | GalR3 antag | VIM-2 inh
Cc1cccc(C)c1OCC(=O)Nc1ncn[nH]1 | -6.9 | -4.3
CC(=O)/C(N=Nc1ccc(C(=O)O)cc1)=C(\C)O | 0.1 | -1.5

Later entries
SMILES	HCV NS3 hel inh	VIM-2 inh	pCIP destab	IDE act	IDE inh	SUMO HTRF inh	IMP-1 inhibitor	GalR3 antag	CRFR2-BP antag
CCOC(=O)CC(NC(=O)c1ccccc1)c1ccc(OC)cc1 (stereo unspecified)	3.2	-4.6	-1.0	2.1	-2.5	-6.8	-3.4	-5.0	-4.5
COc1cc(OC)c(C(=O)OCC(=O)N2CC(=O)Nc3ccccc32)cc1OC	1.2	-2.5	7.2	3.6	3.3	-1.6	-1.4	-1.6	0.6
CN(C)c1ccc([N+](=O)[O-])cc1C(=O)NCC(c1ccco1)N(C)C (stereo unspecified)	-2.2	-2.8	-8.5	2.0	-3.3	5.9	-1.9	-3.0	1.7
CCOc1ccccc1NC(=O)NNS(=O)(=O)c1ccc([N+](=O)[O-])cc1	3.4	0.2	5.1	0.3	-3.6	-13.6	-2.5	-0.7	1.0
CCCc1nn(C)c2c(=O)[nH]c(-c3cc(S(=O)(=O)N(CCO)CCO)ccc3OCC)nc12	8.7	-0.4	-28.4	-1.4	2.8	3.3	-0.2	2.7	-4.5
O=C(Nc1ccccc1)C1=C[C@H](c2coc3ccccc3c2=O)C[C@H](OCc2ccc(CO)cc2)O1	-13.4	1.4	-2.8	2.2	-5.1	6.1	-0.7	-9.7	0.1
CC(NC(=O)Nc1cccnc1)(C(F)(F)F)C(F)(F)F	3.5	-3.0	3.7	-1.4	2.3	-3.1	-2.8	-2.1	25.5
CC(=O)OCC(=O)Nc1ccccc1OC(F)F	2.1	-1.9	-5.2	0.7	5.4	1.3	-2.1	-6.8	6.0
S=C(Nc1ccc2c(c1)OCCO2)Nc1ccccc1Cl	1.9	-2.0	-11.7	-0.7	.	2.6	-0.6	-2.7	25.1
O=c1[nH]c2c(c(=O)n1Cc1ccccc1)CCC2	3.9	-3.0	-11.6	-5.1	-0.8	14.7	-1.5	-4.4	-7.8
Cn1c(CCN2CCCCC2)nc2cc(NC(=O)C3CCCCC3)ccc21	15.1	-2.7	0.6	4.4	-2.5	-2.8	-4.0	-3.8	27.0

Compounds as they come. About 3.2% of those tested had a hit in this group.
